# Measles CPE: compounds protecting cells from measles virus cytopathic effect, primary screen, measles RdRp inhibitor project, single point, MLSMR library, absorbance | Measles virus-infected cells, CPE protection | protection (pct of control), % at 4 µM | hit rate 1.5% among 140,000 | AID 841, 2007; in the data active = protection mostly above about 24%, no sharp cut-off; inactive = mostly below about 26%; note: some compounds called inactive have numbers as strong as hits
# BB579 growth dn: growth inhibitors of yeast BB579 in restrictive medium, primary screen, yeast lifespan-shortening project, S. cerevisiae; OD615, 48 h; hit rate 0.51% among 140,000; AID 804, 2007; inhibition, % at 10 µM;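 active = inhibition above a set limit, 3 SD over the mean compound inhibition, cut at about 44% in these data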; note: inactives centre near -24
#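 System: DeaD yeast strain BB579; buffer or medium: CSMM-D dextrose restrictive medium; technique: OD at 615 nm; schedule: 4 h cell preincubation, 48 h compound exposure, 30 °C humidified; doses: single 10 µM dose; controls: amphotericin B 10 µg/mL, positive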
# GALR2 antag: GALR2 antagonists in receptor-expressing cells, primary screen. antagonist mode. inhibition, % at 4 µM. hit rate 0.39% among 140,000. AID 828, 2007; in the data active = inhibition above about 27%;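 note: cells stimulated with galanin 1-16 at roughly its EC80; 0% = agonist challenge control and 100% = basal control without agonist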
# E-sel TNF inh: E-selectin induction blockers in HUVEC – imaging, immunofluorescence, high content, primary screen; HUVEC TNFa-induced E-selectin immunofluorescence; hit rate 0.71% among 120,000; inhibition, % at 2 µM;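 active = inhibition above the batch mean plus 3 SD, and confirmed as a hit on visual image review, cut at about 43% in these data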;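 note: 0% = TNF-stimulated DMSO wells and 100% = unstimulated control wells; not every result past the cut was called active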
# Phagocytosis inh: inhibitors of macrophage phagocytosis, primary screen, imaging, J774A.1 cells, IgG beads | J774A.1 macrophage IgG-bead phagocytosis | inhibition, % at 5 µM | hit rate 0.07% among 110,000;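 active = inhibition above the mean of the plate negative controls plus 5 SD, cut at about 13% in these data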;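 note: phagocytic index as fraction of beads internalized from green versus red external bead signal; plate controls were DMSO negative control for no effect and cytochalasin-D positive control for full effect; some results beyond the cut were filed as inactive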
# PTEN del growth: growth suppression of PTEN-null HCT116, primary screen, cell-based, CellTiter-Glo | HCT116 PTEN-null viability, 60 h; hits give low values | hit rate 1.2% among 140,000 | viability, % at 10 µM;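 active = viability at or below a set limit, 4 SD under the median of all tested compounds, cut at about 3.7% in these data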;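 note: PTEN knockout HCT116 line with beta catenin targeted HCT116 as companion control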
# Yeast lifespan up: compounds extending yeast replicative lifespan, primary screen, S. cerevisiae, OD615; hit rate 0.68% among 130,000; S. cerevisiae growth with nicotinamide; deaD strain in restrictive glucose medium; AID 775, 2007; inhibition of the nicotinamide effect, % at 10 µM;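 active = inhibition above a set limit, placed 3 SD over the median of all compounds, cut at about 26% in these data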;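 note: 0% = nicotinamide-treated wells and 100% = cells grown without nicotinamide; some compounds called inactive have numbers as strong as hits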
#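 Assay system: engineered S. cerevisiae DeaD replicative-lifespan strain, galactose-grown log-phase cells; medium: restrictive CSMM-D dextrose medium; also added: nicotinamide, 1.5 mM, co-present with compound; schedule: 48 h compound exposure at 30 °C, humidified; detection: absorbance at 615 nm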
# MRP1 act: H69AR viability gain despite doxorubicin, primary screen, MRP-1 activator project, H69AR cells, CellTiter-Glo | viability rescue | hit rate 0.61% among 140,000 | viability increase, % at 10 µM | AID 799, 2007;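 active = viability gain under doxorubicin at or above a set limit, the compound median plus 3 SD, cut at about 4.7% in these data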;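 note: MRP-1 overexpressing cells given doxorubicin 25 µM after compound pretreatment; 18-22 h compound pretreatment then 72 h with doxorubicin before readout; 0% = doxorubicin-only wells and 100% = vehicle-treated cells without doxorubicin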
# bCat KO growth: primary screen for growth suppressors in beta-catenin knockout HCT116 cells (colon tumor, human); viability, % at 10 µM; HCT116 beta-catenin knockout viability, CellTiter-Glo, 60 h; hits give low values; AID 818, 2007; hit rate 1.5% among 140,000;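 active = viability at or under a set limit, the compound median less 4 SD, cut at about 6% in these data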;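 note: 0% = Hyamine 1622 control at 20 µM and 100% = untreated cell control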
# NPY-Y2 antag: NPY-Y2 receptor antagonists, primary screen, cell-based. NPY-Y2 expressing cells, antagonist mode. inhibition, % at 2.7 µM. hit rate 0.99% among 140,000. AID 793, 2007; in the data active = inhibition above about 17%;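 note: 0% = vehicle with agonist challenge and 100% = reference antagonist with challenge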
# Target sequence (P49146 whole entry, looked up): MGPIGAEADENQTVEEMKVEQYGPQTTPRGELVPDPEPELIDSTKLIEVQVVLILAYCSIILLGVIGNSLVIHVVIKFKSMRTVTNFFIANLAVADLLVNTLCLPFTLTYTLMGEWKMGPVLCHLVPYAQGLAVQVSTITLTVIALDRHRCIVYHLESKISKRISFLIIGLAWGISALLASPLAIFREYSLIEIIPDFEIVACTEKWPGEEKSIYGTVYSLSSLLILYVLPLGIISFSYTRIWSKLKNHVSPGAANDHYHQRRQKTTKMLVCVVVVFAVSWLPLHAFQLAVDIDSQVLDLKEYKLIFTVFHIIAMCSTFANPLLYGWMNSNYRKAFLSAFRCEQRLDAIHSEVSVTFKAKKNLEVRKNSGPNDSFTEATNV
# * marks the source's active call; other numbers are inactive results; · = no result given. No enrichment for hits. Share with any hit: about 6.1%.
SMILES,Measles CPE,BB579 growth dn,GALR2 antag,E-sel TNF inh,Phagocytosis inh,PTEN del growth,Yeast lifespan up,MRP1 act,bCat KO growth,NPY-Y2 antag
Cc1ccc(S(=O)(=O)c2nc(NCCCn3ccnc3)sc2Cl)cc1,16,5,5,·,-1,70,-5,-1.4,80,-1
O=C(CNc1ccc2c(c1)OCO2)N/N=C\c1cn(Cc2ccccc2)c2ccccc12,12,-54,18,-2,-14,85,1,-1.1,80,3
O=C(NCCCCc1ccccc1)C12CN(Cc3ccccc3)CC1C(c1ccc([N+](=O)[O-])cc1)=NO2 (centres undefined),17,-34,-5,·,1,102,-10,-0.5,101,2
O=Cc1cccc(OC(=O)c2ccc(Cl)cc2Cl)c1,8,-70,3,-3,0,101,-9,-1.0,89,-1
Cc1cc(-c2ccccc2)n2nc(C)c(-c3ccccc3)c2n1,4,-15,8,45,·,90,-9,-0.2,79,4
Cc1ccccc1N1C(=O)C(Oc2ccc(Cl)cc2)C1CNCCCOC(C)C (centres undefined),8,-11,10,·,-12,50,8,-2.0,54,0
COc1ccc(NS(=O)(=O)c2c(C)cc(C)cc2C)cc1,25,-8,-1,2,2,81,-8,-0.9,74,3
COc1ccc(C)cc1NC(=O)CSc1nnc(CC(=O)Nc2ccccc2C)n1C,2,-34,-13,4,0,81,-8,-0.2,87,-1
CCOc1ccc(NC(=O)C(c2ccccn2)N(C(=O)CCl)c2ccc(OCC)cc2)cc1 (centres undefined),2,-7,17,·,2,99,6,-3.5,91,-2
CCOC(=O)c1cnc(SC)nc1Sc1ccc(Cl)cc1Cl,16,-98,8,5,-2,74,-8,-0.2,75,8

# Retrieved by structure from the entries so far (two):
SMILES,Measles CPE,BB579 growth dn,GALR2 antag,E-sel TNF inh,Phagocytosis inh,PTEN del growth,Yeast lifespan up,MRP1 act,bCat KO growth,NPY-Y2 antag
O=C(CNc1ccc2c(c1)OCO2)N/N=C\c1cn(Cc2ccccc2)c2ccccc12,12,-54,18,-2,-14,85,1,-1.1,80,3
O=C(NCCCCc1ccccc1)C12CN(Cc3ccccc3)CC1C(c1ccc([N+](=O)[O-])cc1)=NO2 (centres undefined),17,-34,-5,·,1,102,-10,-0.5,101,2

# (list continues)
SMILES,Measles CPE,BB579 growth dn,GALR2 antag,E-sel TNF inh,Phagocytosis inh,PTEN del growth,Yeast lifespan up,MRP1 act,bCat KO growth,NPY-Y2 antag
O=C(c1ccccc1C(=O)N1CCN(c2ccccc2F)CC1)N1CCN(c2ccccc2F)CC1,4,-30,5,-9,-2,67,17,-1.1,68,7
COc1ccc(C2C(C(=O)N3CCN(c4ccccn4)CC3)CC(=O)N2c2ccc(OC)cc2)cc1 (centres undefined),29,-24,-1,26,·,81,-1,-4.1,91,2
COc1ccc(NC(=O)Nc2cc(C)ccc2OC(F)F)c(OC)c1,18,-58,20,0,·,100,-15,-0.8,98,-4
CCOC(=O)N1CCN(C(=O)c2cccc(-n3c(=S)[nH]c4cc(Cl)ccc4c3=O)c2)CC1,2,-27,-3,·,0,103,-4,-0.6,88,0
Cc1cccc(C(=O)c2c(N)sc3c2CCC(C)C3)c1 (centres undefined),8,-32,3,-59,-17,32,3,-4.3,33,4
O=C(N/N=C\c1cc(Cl)ccc1O)c1ccc(S(=O)(=O)N2CCCCC2)cc1,2,-29,15,·,·,6,2,2.6,9,-1
COc1ccccc1C(=O)n1nc(-c2ccccc2)nc1NCc1ccco1,6,-70,2,-9,·,98,-12,-0.8,91,12
CCCC(C(=O)NC1CCCC1)N(Cc1cccs1)C(=O)c1snc(C(N)=O)c1N (centres undefined),14,-13,1,-40,-1,85,-5,-3.0,80,5
COc1ccc(Cn2c(=O)sc3ccccc32)cc1,15,-62,0,4,-2,99,-8,-0.9,101,-1
Cc1cc(=O)[nH]c(SCc2cccc(F)c2)n1,21,1,-15,-2,·,99,-2,-1.8,92,2

# One compound at a time (already shown). Values in the order: Measles CPE	BB579 growth dn	GALR2 antag	E-sel TNF inh	Phagocytosis inh	PTEN del growth	Yeast lifespan up	MRP1 act	bCat KO growth	NPY-Y2 antag
# Entry for O=Cc1cccc(OC(=O)c2ccc(Cl)cc2Cl)c1 = 8	-70	3	-3	0	101	-9	-1.0	89	-1
# Entry for Cc1ccccc1N1C(=O)C(Oc2ccc(Cl)cc2)C1CNCCCOC(C)C (centres undefined) = 8	-11	10	·	-12	50	8	-2.0	54	0
# Entry for O=C(CNc1ccc2c(c1)OCO2)N/N=C\c1cn(Cc2ccccc2)c2ccccc12 = 12	-54	18	-2	-14	85	1	-1.1	80	3
# Entry for COc1ccc(C)cc1NC(=O)CSc1nnc(CC(=O)Nc2ccccc2C)n1C = 2	-34	-13	4	0	81	-8	-0.2	87	-1
# Entry for Cc1cc(=O)[nH]c(SCc2cccc(F)c2)n1 = 21	1	-15	-2	·	99	-2	-1.8	92	2

# Later entries.
SMILES,Measles CPE,BB579 growth dn,GALR2 antag,E-sel TNF inh,Phagocytosis inh,PTEN del growth,Yeast lifespan up,MRP1 act,bCat KO growth,NPY-Y2 antag
CC(=O)Nc1ccc(NC(=O)C2CCN(c3c(Cc4ccccc4)c(C)nc4ncnn34)CC2)cc1,5,-44,-1,10,·,110,·,-1.1,90,3
CCOc1ccc2nc(SCC(=O)N3CCCCCC3)c(C#N)cc2c1,20,-32,-9,4,0,88,8,0.3,95,2
CCn1c(Cc2ccccc2)nnc1SCC(=O)Nc1ccc(S(N)(=O)=O)cc1,23,-21,5,-23,2,81,-27,-2.0,83,0
CCOC(=O)C(NC(=O)CC)(Nc1nc2c(s1)CCCC2)C(F)(F)F (centres undefined),6,-1,12,-1,·,95,·,0.3,91,2
